# Compound activity (PubChem)
# NCI-60 one-dose screen, 48 h, at 10 µM unless noted. Numbers give growth in % (100 = growth as untreated, 0 = no growth, -100 = all killed).
# EKVX: EKVX NSCLC; AID 1794765; 71,000 tested, 3% active
# RPMI-8226: RPMI-8226 leukemia cells; AID 1794781; 77,000 tested, 7.5% active
# SR: SR leukemia cells. 73,000 tested, 8.7% active. AID 1794780
# K-562: K-562 leukemia; 78,000 tested, 7.4% active
# CCRF-CEM: CCRF-CEM leukemia; 77,000 tested, 7% active; AID 1794778
# MOLT-4: MOLT-4 leukemia cells; 80,000 tested, 6.9% active
# HOP-92: HOP-92 NSCLC cells; 71,000 tested, 6.3% active
# HOP-62: HOP-62 NSCLC. 80,000 tested, 3.9% active. AID 1794735
# * marks the source's active call; other numbers are inactive results; . = no result given. Rule for the calls: active = growth percent below 10; inactive = the rest.
# Key to letters – A = EKVX; B = RPMI-8226; C = SR; D = K-562; E = CCRF-CEM; F = MOLT-4; G = HOP-92; H = HOP-62
COc1ccc(C(=O)CSc2nc3ccccc3c(=O)n2CCc2ccccc2)cc1
  A: 82 | B: . | C: . | D: . | E: . | F: . | G: . | H: .

O=C(CN1C(=O)NC(c2ccccc2)(c2ccccc2)C1=O)c1ccc(Cl)cc1
  A: 86 | B: . | C: . | D: . | E: . | F: . | G: . | H: .

O=C1Cc2cc(CCN3CCN(CCOCCO)CC3)c(Cl)cc2N1Cc1ccc(-c2ccccc2-c2nn[nH]n2)cc1
  A: 47 | B: . | C: . | D: . | E: . | F: . | G: . | H: 92

CCSc1nc2ccccc2c(=O)n1CCc1ccccc1
  A: 71 | B: . | C: . | D: . | E: . | F: . | G: . | H: 89

CC(=O)c1ccc(NC(=O)CSc2nc3ccccc3c(=O)n2CCc2ccccc2)cc1
  A: 71 | B: . | C: . | D: . | E: . | F: . | G: . | H: 79

Cc1c(C(N)=O)sc2c1c(=O)n(Cc1ccccc1)c1nnc(S(=O)(=O)CC(=O)NCc3ccccc3)n21
  A: 105 | B: . | C: . | D: . | E: . | F: . | G: . | H: 100

Cc1nn(-c2ccccc2)c2ncc3c(c12)C(=O)N(c1ccccc1)C3=O
  A: 107 | B: . | C: . | D: . | E: . | F: . | G: . | H: 99

COC(=O)[C@]1(C(C)C)N[C@H](c2cn(-c3ccccc3)nc2-c2ccccc2)[C@@H]2C(=O)N(c3ccccc3)C(=O)[C@@H]21
  A: 99 | B: . | C: . | D: . | E: . | F: . | G: . | H: 91

CC(=O)c1ccc(NC(=O)CS(=O)(=O)c2nnc3n(Cc4ccccc4)c(=O)c4c(C)c(C(N)=O)sc4n23)cc1
  A: 108 | B: . | C: . | D: . | E: . | F: . | G: . | H: 107

CC1=NN(C(=O)CSc2nnc3n(Cc4ccccc4)c(=O)c4c(C)c(C(N)=O)sc4n23)C(=O)C1
  A: 101 | B: . | C: . | D: . | E: . | F: . | G: . | H: 119

Cc1nn(-c2ccc(C#N)cc2)c2nc3c(nc12)c(=O)oc1ccccc13
  A: 101 | B: . | C: . | D: . | E: . | F: . | G: . | H: 109

O=C(Oc1ccccc1Cl)c1ccc(Cl)c(Cl)c1
  A: 102 | B: . | C: . | D: . | E: . | F: . | G: . | H: 100

COc1ccc(-c2c3c(nc4nc[nH]c(=O)c24)C(C)CCC3)cc1 (configuration not stated)
  A: 96 | B: . | C: . | D: . | E: . | F: . | G: . | H: 97

Nc1ccc(Nc2ccc([N+](=O)[O-])cc2[N+](=O)[O-])cc1
  A: 89 | B: . | C: . | D: . | E: . | F: . | G: . | H: 88

COc1ccc(CCNC(=O)CSc2nnc3n(Cc4ccccc4)c(=O)c4c(C)c(C(N)=O)sc4n23)cc1
  A: 101 | B: . | C: . | D: . | E: . | F: . | G: . | H: 121

O=c1c2ccccc2nc(SCc2n[nH]c(=S)n2Cc2ccccc2)n1CCc1ccccc1
  A: . | B: . | C: . | D: . | E: 87 | F: . | G: 83 | H: .

COc1ccc(-n2c(-c3csc(NC(C)=O)n3)n[nH]c2=S)c(OC)c1
  A: . | B: . | C: . | D: . | E: 94 | F: . | G: 94 | H: .

CC(C)[C@@H]1NC(=O)[C@H](Cc2ccccc2)NC(=O)[C@@H]2CCCN2C(=O)[C@H](C(C)O)NC(=O)[C@H](C)NC(=O)[C@@H]2CCCN2C(=O)[C@@H]2CCCN2C1=O (some centres not stated)
  A: 101 | B: 161 | C: . | D: . | E: . | F: . | G: . | H: .

Nc1cc2c(cc1C(=O)c1cccc(F)c1)OCCO2
  A: 92 | B: . | C: . | D: . | E: . | F: . | G: 73 | H: 95

N#CC(C(=O)/C(=N/NC(=O)c1ccccc1O)C(C#N)c1ccccc1)c1ccccc1 (configuration not stated)
  A: 77 | B: . | C: . | D: . | E: . | F: . | G: 40 | H: 31

CC(C)(CNc1ccccc1)[N+](=O)[O-]
  A: 96 | B: . | C: . | D: . | E: 105 | F: . | G: . | H: 91

CCCCCCCCCCCC1=NC(C)(C)CN1CCO
  A: 69 | B: . | C: . | D: . | E: 24 | F: . | G: . | H: 56

O=C1NC(c2ccccc2)(c2ccccc2)C(=O)N1CCCN1C(=O)c2ccccc2C1=O
  A: 81 | B: . | C: . | D: . | E: 94 | F: . | G: . | H: 91

CCCCCCCC/C=C/CCCCCCCC1=NC(C)(C)CN1CC(C)O (configuration not stated)
  A: 71 | B: . | C: . | D: . | E: -38* | F: . | G: . | H: 37

CC1C=CC(C2OCCO2)C2C(=O)C=CC(=O)C12 (configuration not stated)
  A: 95 | B: 106 | C: . | D: . | E: . | F: . | G: . | H: 107

CCOC(=O)Nc1ccc(Cl)cc1
  A: 98 | B: 98 | C: . | D: . | E: . | F: . | G: . | H: 97

OCCOCCOCCN1CCN(C(c2ccccc2)c2ccc(Cl)cc2)CC1 (configuration not stated)
  A: . | B: . | C: . | D: 89 | E: . | F: 88 | G: . | H: 94

Cc1ccc(Cl)cc1NC(=S)N(C)C
  A: . | B: . | C: . | D: 95 | E: . | F: 98 | G: . | H: 106

CC#CCC(N)C(=O)O (configuration not stated)
  A: . | B: 110 | C: . | D: . | E: 108 | F: . | G: . | H: 97

Cc1ccc(NC(=O)C#N)cc1
  A: . | B: . | C: 99 | D: 103 | E: . | F: 94 | G: . | H: .

O=C(Nc1cc(Cl)c(Cl)cc1Cl)N1CCOCC1
  A: . | B: . | C: 94 | D: 115 | E: . | F: 81 | G: . | H: .

O=C(Nc1c(Cl)cccc1Cl)Oc1ccc(Cl)cc1
  A: . | B: . | C: 90 | D: 98 | E: . | F: 80 | G: . | H: .

N#Cc1ccc(OC(=O)Nc2ccc(Br)cc2)cc1
  A: . | B: 112 | C: 84 | D: 93 | E: . | F: . | G: . | H: .

O=C(Nc1cccc(Cl)c1)Oc1cccnc1
  A: . | B: 64 | C: 70 | D: 83 | E: . | F: . | G: . | H: .

# Arranged by number of heavy atoms (ascending): seven of the compounds above
# Key to letters – A = EKVX; B = RPMI-8226; C = SR; D = K-562; E = CCRF-CEM; F = MOLT-4; G = HOP-92; H = HOP-62
CC#CCC(N)C(=O)O (configuration not stated)
  A: . | B: 110 | C: . | D: . | E: 108 | F: . | G: . | H: 97

Cc1ccc(NC(=O)C#N)cc1
  A: . | B: . | C: 99 | D: 103 | E: . | F: 94 | G: . | H: .

CCOC(=O)Nc1ccc(Cl)cc1
  A: 98 | B: 98 | C: . | D: . | E: . | F: . | G: . | H: 97

O=C(Nc1cccc(Cl)c1)Oc1cccnc1
  A: . | B: 64 | C: 70 | D: 83 | E: . | F: . | G: . | H: .

CC1C=CC(C2OCCO2)C2C(=O)C=CC(=O)C12 (configuration not stated)
  A: 95 | B: 106 | C: . | D: . | E: . | F: . | G: . | H: 107

N#Cc1ccc(OC(=O)Nc2ccc(Br)cc2)cc1
  A: . | B: 112 | C: 84 | D: 93 | E: . | F: . | G: . | H: .

OCCOCCOCCN1CCN(C(c2ccccc2)c2ccc(Cl)cc2)CC1 (configuration not stated)
  A: . | B: . | C: . | D: 89 | E: . | F: 88 | G: . | H: 94

# Only part of the results is shown, so the mix of outcomes need not match the whole.
